Compound activity (PubChem BioAssay)
NCF1 inh: blocks human p47phox regulatory protein of NADPH oxidases. 0.53% of 220,000 active. P14598. p47phox/p22phox peptide binding, fluorescence polarization, 2 h. inhibition, % at 24.7 µM;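 active = inhibition above about 30%, limit read from the data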;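 also: 0% = p47phox with labelled peptide and 100% = labelled peptide alone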
Target sequence (P14598 whole entry, looked up): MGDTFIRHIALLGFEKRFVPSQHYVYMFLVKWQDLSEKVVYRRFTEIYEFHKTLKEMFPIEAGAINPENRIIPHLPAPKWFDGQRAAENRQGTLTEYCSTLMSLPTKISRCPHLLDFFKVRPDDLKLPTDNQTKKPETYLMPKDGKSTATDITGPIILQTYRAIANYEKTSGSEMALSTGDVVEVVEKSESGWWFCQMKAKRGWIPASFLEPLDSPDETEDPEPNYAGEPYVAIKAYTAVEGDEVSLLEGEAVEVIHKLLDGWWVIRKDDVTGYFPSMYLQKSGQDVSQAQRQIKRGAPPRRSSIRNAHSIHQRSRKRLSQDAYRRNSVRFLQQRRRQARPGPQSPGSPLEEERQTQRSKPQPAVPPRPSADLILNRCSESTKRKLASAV
Furin inhibitor: inhibitors of human furin | P09958 | purified furin, fluorogenic substrate cleavage | inhibition, % at 30 µM | 0.061% of 220,000 active | AID 463115; in the data active = inhibition above about 25%; also: inactives centre near -15
p97 inhibitor: human p97 ATPase inhibition; recombinant p97 ATPase, Kinase-Glo ATP luminescence, 3 h; 0.42% of 220,000 active; inhibition, % at 8 µM; P55072; in the data active = inhibition above about 15%;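 also: 0% = DMSO vehicle and 100% = wells lacking enzyme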
BaF3 tox: counter-screen for JAK2V617F inhibitors: parental Ba/F3 viability inhibitors; CellTiter-Glo ATP luminescence; inhibition, % at 5.6 µM; 1.1% of 220,000 active;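 active = inhibition above a per-campaign cutoff, the mean inhibition of all tested compounds plus 3 SD, cut at about 27% in these data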;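 also: 0% = DMSO wells and 100% = JAK Inhibitor I control wells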
Ba/F3 V617F tox: lowers viability of Ba/F3 cells expressing EpoR and JAK2V617F. AID 1446. 1.1% of 220,000 active. inhibition, % at 5.6 µM. ATP luminescence;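 active = inhibition above the campaign mean plus 3 SD over all tested compounds, cut at about 24% in these data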;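 also: cytokine-independent growth of Ba/F3 cells driven by EpoR plus mutant JAK2; 0% = DMSO-treated cells and 100% = JAK inhibitor I control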
PPC-1+TRAIL kill: compounds killing PPC-1 cancer cells with TRAIL present (potentiator screen, no TRAIL-free arm); 0.41% of 220,000 active; cell killing (% activity), % at 4 µM; PPC-1 cells + TRAIL, ATPLite viability luminescence;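 active = cell killing above 50% in the first pass at 4 µM, then a duplicate retest at 5 µM averaging 50% or more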;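 also: plate controls were cells with TRAIL plus DMSO for no effect and medium-only wells lacking cells for full effect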
RBBP9 inhibitor: inhibitors of human serine hydrolase RBBP9; recombinant RBBP9, FP-Rh probe fluorescence polarization; inhibition, % at 7.94 µM; 0.2% of 220,000 active; O75884; AID 1515;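 active = inhibition above the campaign mean of all tested compounds plus 3 SD, cut at about 14% in these data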;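 also: plate controls were DMSO wells with RBBP9 for no effect and wells lacking RBBP9 protein for full effect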
Target sequence (O75884 whole entry, looked up): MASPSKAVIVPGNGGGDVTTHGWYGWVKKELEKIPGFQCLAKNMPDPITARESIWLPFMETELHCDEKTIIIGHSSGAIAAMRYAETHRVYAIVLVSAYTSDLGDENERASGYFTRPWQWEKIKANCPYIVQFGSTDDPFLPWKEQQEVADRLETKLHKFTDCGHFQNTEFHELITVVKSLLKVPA
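System: RBBP9 protein / Buffer or medium: Tris/NaCl buffer pH 8.0 with 0.1% Pluronic / Probe or stimulus: Serine-hydrolase probe FP-Rh, 375 nM pre-mixing / Dosing: 7.94 µM single dose, 0.794% DMSO / Times: enzyme-compound preincubation 30 min, then probe labeling 45 min, 25 °C / Technique: fluorescence polarization (mP), excitation 525 nm, emission 598 nm / Replication: singlicate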
Tb hexokinase: T. brucei hexokinase 1 inhibition; inhibition, % at 10 µM; 0.11% of 220,000 active; AID 1430; recombinant TbHK1, G6PDH-coupled NADH A340;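 active = inhibition of 50% or more in the single-dose primary screen; inactive = inhibition below 50%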
EP2 antag: blocks the human prostaglandin E2 receptor EP2; P43116; C6 glioma cells expressing human EP2, cAMP TR-FRET; cells stimulated with saturating PGE2; inhibition, % at 25 µM; 0.52% of 260,000 active;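 active = percent inhibition above 40 after rounding to a whole number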;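 also: rat C6 glioma host cells with rolipram phosphodiesterase inhibitor present; the protocol text gives 20 µM as final concentration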
Target sequence (P43116 whole entry, looked up): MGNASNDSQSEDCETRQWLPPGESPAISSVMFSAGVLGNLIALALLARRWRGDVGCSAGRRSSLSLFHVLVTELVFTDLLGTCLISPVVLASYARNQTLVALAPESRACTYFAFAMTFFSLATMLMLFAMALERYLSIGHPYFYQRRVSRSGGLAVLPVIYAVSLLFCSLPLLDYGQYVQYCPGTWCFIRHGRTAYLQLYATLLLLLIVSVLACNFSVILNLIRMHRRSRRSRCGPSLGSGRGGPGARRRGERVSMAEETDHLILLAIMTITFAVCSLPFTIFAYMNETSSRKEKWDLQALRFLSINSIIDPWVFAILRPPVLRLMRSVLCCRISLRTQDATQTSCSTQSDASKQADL
The depositor's hits bear a star; [ ] = dose if it differs, or a comment. This is a subset; the hit share may differ from the screen's.

Screening CO/N=C(/CS(=O)(=O)Cc1ccccc1Cl)c1ccc(Cl)cc1Cl returned NCF1 inh -9, Furin inhibitor -19[20 µM], p97 inhibitor -4, BaF3 tox 2, Ba/F3 V617F tox -3, PPC-1+TRAIL kill -3, RBBP9 inhibitor -1, Tb hexokinase 2 and EP2 antag 2.
Screening CC(C)CCNC(=O)COc1ccc2c(c1)C(=O)CC(C)(C)O2 returned NCF1 inh -9, Furin inhibitor -17[20 µM], p97 inhibitor -8, BaF3 tox 8, Ba/F3 V617F tox 6, PPC-1+TRAIL kill 13, RBBP9 inhibitor 3, Tb hexokinase -2 and EP2 antag 3.
`CC(=O)c1cc(F)c(N2CCN(c3ccc([N+](=O)[O-])cc3F)CC2)cc1C` gave NCF1 inh -2, Furin inhibitor -14, p97 inhibitor 4, BaF3 tox -3, Ba/F3 V617F tox -5, PPC-1+TRAIL kill 14, RBBP9 inhibitor 7, Tb hexokinase -16 and EP2 antag 11.
For CS(=O)(=O)N1N=C(c2ccco2)CC1c1ccc(Cl)cc1 (stereo unspecified) the results were NCF1 inh -24, Furin inhibitor -19, p97 inhibitor 4, BaF3 tox 4, Ba/F3 V617F tox -1, PPC-1+TRAIL kill 12, RBBP9 inhibitor -8, Tb hexokinase 0 and EP2 antag 10.
`COC(=O)c1ccc(C(=O)OC)c(NC(=O)/C=C/C(=O)O)c1` gave NCF1 inh -7, Furin inhibitor -16, p97 inhibitor 2, BaF3 tox -4, Ba/F3 V617F tox 0, PPC-1+TRAIL kill 7, RBBP9 inhibitor -12, Tb hexokinase -13 and EP2 antag 6.
`Cc1nn(CC(=O)O)c(=O)c2ccccc12` gave NCF1 inh -12, Furin inhibitor -22[20 µM], p97 inhibitor 5, BaF3 tox 3, Ba/F3 V617F tox -2, PPC-1+TRAIL kill 18, RBBP9 inhibitor -7, Tb hexokinase 0 and EP2 antag 3.
`CCN1C(=O)/C(=C\N(C)C)S/C1=N\S(=O)(=O)c1ccc(C)cc1` gave NCF1 inh -2, Furin inhibitor -16, p97 inhibitor 2, BaF3 tox 4, Ba/F3 V617F tox 1, PPC-1+TRAIL kill 15, RBBP9 inhibitor -6, Tb hexokinase -18 and EP2 antag 2.
`O=C(NCC1CCCO1)c1ccc(NS(=O)(=O)c2ccccc2)cc1` (stereo unspecified) gave NCF1 inh -3, Furin inhibitor -2, p97 inhibitor 6, BaF3 tox 6, Ba/F3 V617F tox -1, PPC-1+TRAIL kill 15, RBBP9 inhibitor -4, Tb hexokinase -10 and EP2 antag 6.
For COc1ccc(OC)c(NC(=O)CCN2CCN(c3ccccc3F)CC2)c1 the results were NCF1 inh -4, Furin inhibitor -15[20 µM], p97 inhibitor -6, BaF3 tox 6, Ba/F3 V617F tox 3, PPC-1+TRAIL kill 5, RBBP9 inhibitor -13, Tb hexokinase -6 and EP2 antag 6.
`COc1cc(CNCc2ccc(SC)cc2)cc(OC)c1` gave NCF1 inh -33, Furin inhibitor -19, p97 inhibitor 2, BaF3 tox 9, Ba/F3 V617F tox -2, PPC-1+TRAIL kill 21, RBBP9 inhibitor -4, Tb hexokinase 7 and EP2 antag 5.
`COc1cc(CNc2ccc(CNc3ncn[nH]3)cc2)cc(Cl)c1OCc1ccccc1` gave NCF1 inh -5, Furin inhibitor -14, p97 inhibitor -1, BaF3 tox 5, Ba/F3 V617F tox -3, PPC-1+TRAIL kill 22, RBBP9 inhibitor -2, Tb hexokinase -5 and EP2 antag 5.
O=C(NCc1cccs1)C1CCCN(c2ncccn2)C1 (stereo unspecified) was read as NCF1 inh -3, Furin inhibitor 7[20 µM], p97 inhibitor 4, BaF3 tox 1, Ba/F3 V617F tox -3, PPC-1+TRAIL kill 27, RBBP9 inhibitor 3, Tb hexokinase 20 and EP2 antag 3.
For CC(C)C[C@H](NC(=O)c1nc[nH]c1C(=O)NCc1ccccc1)C(=O)OC(C)(C)C the results were Furin inhibitor -4, p97 inhibitor -2, BaF3 tox -2, Ba/F3 V617F tox -2, PPC-1+TRAIL kill 8, RBBP9 inhibitor -4, Tb hexokinase 14 and EP2 antag 5.
CCC(=O)N1CCc2cc(Br)cc(S(=O)(=O)Nc3c(C)n(C)n(-c4ccccc4)c3=O)c21 was read as NCF1 inh 6, Furin inhibitor -11, p97 inhibitor -1, BaF3 tox 5, Ba/F3 V617F tox 1, RBBP9 inhibitor -8, Tb hexokinase 6 and EP2 antag 6.
For Cc1nnc(SCC(=O)NCc2ccco2)[nH]c1=O the results were NCF1 inh -10, Furin inhibitor -24, p97 inhibitor 4, BaF3 tox 0, Ba/F3 V617F tox -3, PPC-1+TRAIL kill 27, RBBP9 inhibitor -6, Tb hexokinase 3 and EP2 antag 12.
`C=C(C)C(=O)Nc1cccc(C2=NOC3(C2)C[C@@H](C(N)=O)N(C(=O)[C@H]2CCC(=O)N2)C3)c1` (stereo partly specified) gave NCF1 inh -3, Furin inhibitor -28, PPC-1+TRAIL kill 5, Tb hexokinase -7 and EP2 antag 16.
Screening CCn1cnc2cc(NCc3ccncc3)ccc21 returned NCF1 inh -16, Furin inhibitor -12[20 µM], p97 inhibitor 1, BaF3 tox 1, Ba/F3 V617F tox -4, PPC-1+TRAIL kill 10, RBBP9 inhibitor -5, Tb hexokinase -3 and EP2 antag 7.
O=C1C=C(NNC(=O)c2ccncc2)CC(c2ccccc2)C1 (stereo unspecified) was read as NCF1 inh -12, Furin inhibitor -25, p97 inhibitor -2, BaF3 tox 9, Ba/F3 V617F tox 3, PPC-1+TRAIL kill -6, RBBP9 inhibitor -7, Tb hexokinase -26 and EP2 antag 4.
Cc1cc(N2CCOCC2)ccc1/C=C1\SC(=O)N(C(C)C)C1=O was read as NCF1 inh -13, Furin inhibitor -2[20 µM], p97 inhibitor -4, BaF3 tox 4, Ba/F3 V617F tox 1, PPC-1+TRAIL kill 15, RBBP9 inhibitor -4, Tb hexokinase 2 and EP2 antag 12.
Screening COc1ccc(-c2cc(C(=O)Nc3cc(C)on3)no2)cc1OC returned NCF1 inh -2, Furin inhibitor -23, p97 inhibitor 0, BaF3 tox 11, Ba/F3 V617F tox 0, PPC-1+TRAIL kill -3, RBBP9 inhibitor -1, Tb hexokinase -4 and EP2 antag 9.
For Cc1ccc(/C=c2\sc3nc(-c4cccnc4)nn3c2=O)cc1 the results were NCF1 inh -29, Furin inhibitor -10, p97 inhibitor 0, BaF3 tox 2, Ba/F3 V617F tox 3, PPC-1+TRAIL kill 17, RBBP9 inhibitor -6 and Tb hexokinase -3.
For O=C(Nc1ccc(F)cc1F)c1sccc1SCc1cccc(C(F)(F)F)c1 the results were NCF1 inh -13, Furin inhibitor -13[20 µM], p97 inhibitor -4, BaF3 tox 2, Ba/F3 V617F tox -2, PPC-1+TRAIL kill 12, RBBP9 inhibitor -3 and Tb hexokinase 5.
Screening O=C(CSc1nccn1-c1cccc(Cl)c1)NC1CCCC1 returned NCF1 inh -5, Furin inhibitor -28[20 µM], p97 inhibitor -6, BaF3 tox 2, Ba/F3 V617F tox 5, PPC-1+TRAIL kill -2, RBBP9 inhibitor -5, Tb hexokinase 2 and EP2 antag 5.
Screening CNC(=O)COc1ccc(S(=O)(=O)Nc2ccc(C)cc2)cc1 returned NCF1 inh -4, Furin inhibitor -7, p97 inhibitor 5, BaF3 tox -2, Ba/F3 V617F tox 0, PPC-1+TRAIL kill 20, RBBP9 inhibitor -6, Tb hexokinase -7 and EP2 antag 9.
Cc1cccc(OCC(=O)N/N=C/c2sc(=O)n(Cc3cccc(C(=O)O)c3)c2Cl)c1 was read as NCF1 inh -7, Furin inhibitor -26, p97 inhibitor 4, BaF3 tox -1, Ba/F3 V617F tox -4, PPC-1+TRAIL kill 10, RBBP9 inhibitor -5, Tb hexokinase 7 and EP2 antag 6.
`O=C(CCCCCCN1C(=O)c2ccccc2C1=O)NC1CCCCC1` gave NCF1 inh 7, Furin inhibitor -16[20 µM], p97 inhibitor -7, BaF3 tox 0, Ba/F3 V617F tox 1, PPC-1+TRAIL kill 4, RBBP9 inhibitor -5, Tb hexokinase 2 and EP2 antag 20.
Screening COC(=O)Cc1c(O)ccn(Cc2cccc3ccccc23)c1=O returned NCF1 inh -7, Furin inhibitor -11[20 µM], p97 inhibitor 3, BaF3 tox 3, Ba/F3 V617F tox 0, PPC-1+TRAIL kill 8, RBBP9 inhibitor -2, Tb hexokinase 1 and EP2 antag 12.
Screening O=C(COc1ccccc1)N1CCN(C(=O)c2ccc([N+](=O)[O-])cc2)CC1 returned NCF1 inh -9, Furin inhibitor -30, p97 inhibitor 3, BaF3 tox 6, Ba/F3 V617F tox -2, RBBP9 inhibitor -6, Tb hexokinase 0 and EP2 antag 8.
O=C(NNC(=O)c1ccco1)c1ccccc1 was read as NCF1 inh -4, Furin inhibitor -17, p97 inhibitor -2, BaF3 tox 2, Ba/F3 V617F tox 1, PPC-1+TRAIL kill 29, RBBP9 inhibitor -11, Tb hexokinase -1 and EP2 antag 4.
CCOC(=O)c1cc(NC(=O)c2ccc(C)cc2)c(=O)oc1C(F)(F)F was read as NCF1 inh 6, Furin inhibitor -8, p97 inhibitor 3, BaF3 tox 4, Ba/F3 V617F tox -4, PPC-1+TRAIL kill 8, RBBP9 inhibitor -6, Tb hexokinase -10 and EP2 antag 5.
Screening O=c1cc(O)n(-c2ccc(Cl)cc2)c(=S)[nH]1 returned NCF1 inh -28, Furin inhibitor -8[20 µM], p97 inhibitor 6, BaF3 tox 4, Ba/F3 V617F tox 0, PPC-1+TRAIL kill -5, RBBP9 inhibitor -1, Tb hexokinase 0 and EP2 antag 9.
Screening Nc1c(Cl)cc(NC(=O)c2ccccc2C(=O)O)cc1Br returned NCF1 inh -12, Furin inhibitor -20, p97 inhibitor 10, BaF3 tox -5, Ba/F3 V617F tox -4, PPC-1+TRAIL kill 4, RBBP9 inhibitor 1, Tb hexokinase -2 and EP2 antag 6.

Taken from the results shown (five entries):
`O=C(CCCCCCN1C(=O)c2ccccc2C1=O)NC1CCCCC1` gave NCF1 inh 7, Furin inhibitor -16[20 µM], p97 inhibitor -7, BaF3 tox 0, Ba/F3 V617F tox 1, PPC-1+TRAIL kill 4, RBBP9 inhibitor -5, Tb hexokinase 2 and EP2 antag 20.
Screening COC(=O)Cc1c(O)ccn(Cc2cccc3ccccc23)c1=O returned NCF1 inh -7, Furin inhibitor -11[20 µM], p97 inhibitor 3, BaF3 tox 3, Ba/F3 V617F tox 0, PPC-1+TRAIL kill 8, RBBP9 inhibitor -2, Tb hexokinase 1 and EP2 antag 12.
Screening O=C(COc1ccccc1)N1CCN(C(=O)c2ccc([N+](=O)[O-])cc2)CC1 returned NCF1 inh -9, Furin inhibitor -30, p97 inhibitor 3, BaF3 tox 6, Ba/F3 V617F tox -2, RBBP9 inhibitor -6, Tb hexokinase 0 and EP2 antag 8.
O=C(NNC(=O)c1ccco1)c1ccccc1 was read as NCF1 inh -4, Furin inhibitor -17, p97 inhibitor -2, BaF3 tox 2, Ba/F3 V617F tox 1, PPC-1+TRAIL kill 29, RBBP9 inhibitor -11, Tb hexokinase -1 and EP2 antag 4.
CCOC(=O)c1cc(NC(=O)c2ccc(C)cc2)c(=O)oc1C(F)(F)F was read as NCF1 inh 6, Furin inhibitor -8, p97 inhibitor 3, BaF3 tox 4, Ba/F3 V617F tox -4, PPC-1+TRAIL kill 8, RBBP9 inhibitor -6, Tb hexokinase -10 and EP2 antag 5.
